# SNCA expr inh – Primary qHTS assay for inhibitors of alpha-synuclein gene (SNCA) expression; HEK-293 SNCA-luciferase knock-in, luminescence, 24 h; Potency, µM (highest dose often 57.2 µM), without a hit: at the top dose activity change, negative = inhibition, hits mostly inhibitors; 140,000 compounds, 0.17% hits; AID 1671194, 2021;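 further: potency means the concentration at half of the fitted maximal effect; plate controls were DMSO cells for no effect and cell-free wells for full effect; nearly all actives have a fitted effect of over 45% in size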
# GPT2 inh – Primary qHTS assay for inhibitors of Glutamate pyruvate transaminase 2 (GPT2); Alanine aminotransferase 2 (Homo sapiens), Q8TD30; Recombinant GPT2, coupled pyruvate oxidase/HRP Amplex Red fluorescence; Potency, µM (titrated, usually from 57.7 µM), for inactives: at the highest dose activity change, negative = inhibition, hits mostly inhibitors; 100,000 compounds, 0.25% hits; further: potency means the concentration at half of the fitted maximal effect; nearly all actives have a fitted effect of over 60% in size; many of its hits are not listed in these tables
#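 GPT2 10ng/uL, a-KG 250uM, L-Ala 2mM, HEPES pH7.5 + 0.0001% Tween; 30 min RT. Then Amplex mix (PO/HRP/ThPP), 30 min RT dark, fluorescence. AOA 50uM used as positive control.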
# HEK293 tox – Cytotoxic Profiling in HEK 293 Cell Line of Diverse Libraries Using Quantitative High-Throughput Screening; AID 1345083, 2018; 94,000 compounds, 6.6% hits; HEK 293 viability, ATP luminescence (CellTiter-Glo), 48-72 h; Potency, µM (series often up to 115 µM), for inactives: top-dose activity change, negative = cytotoxicity, usual class: inhibitors; further: potency means the concentration at half of the fitted maximal effect; nearly all actives have a fitted effect of over 60% in size
#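 250 HEK 293 cells/well; compound by pintool; incubated 48 or 72 hr at 37 degree Celsius; CellTiter-Glo added, 10 min RT, luminescence imaged.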
# IP6K1 inhibitor – Primary qHTS assay for small molecule inhibitors of Inositol hexaphosphate kinase 1 (IP6K1); Inositol hexakisphosphate kinase 1 (Homo sapiens), Q92551; activity change, % (series mostly up to about 58 µM); IP6K1 kinase, ADP-Glo luminescence, 2 h; hits give low values; 140,000 compounds, 0.81% hits; in the data active means activity change below about -25%
# Target sequence (Q92551 whole entry, looked up): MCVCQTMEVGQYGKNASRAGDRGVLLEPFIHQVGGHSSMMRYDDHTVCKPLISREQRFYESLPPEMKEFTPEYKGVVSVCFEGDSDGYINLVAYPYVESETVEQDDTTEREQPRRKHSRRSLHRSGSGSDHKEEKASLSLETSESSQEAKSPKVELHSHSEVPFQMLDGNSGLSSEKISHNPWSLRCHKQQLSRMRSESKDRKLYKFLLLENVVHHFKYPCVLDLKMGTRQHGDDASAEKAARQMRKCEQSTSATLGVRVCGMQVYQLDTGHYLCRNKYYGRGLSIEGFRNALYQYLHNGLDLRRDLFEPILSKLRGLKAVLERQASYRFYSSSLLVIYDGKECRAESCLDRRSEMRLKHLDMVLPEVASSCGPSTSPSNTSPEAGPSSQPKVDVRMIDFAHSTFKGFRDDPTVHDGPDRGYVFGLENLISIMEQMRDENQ
#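 ADP-Glo luminescence measures ADP made by human IP6K1 during a 2 h RT reaction with ATP/IP6 (mix at 1.3 mM/130 uM); top library doses 57.5 and 19.1 uM final.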
# Luciferase inh – Firefly luciferase inhibition profiling of diverse chemical library using quantitative high-throughput screening; Potency, µM (doses to about 115 µM), without a hit: top-dose activity change, negative = inhibition, actives largely listed as inhibitors; purified P. pyralis luciferase, luminescence, biochemical; 76,000 compounds, 2.5% hits; Luciferin 4-monooxygenase (Photinus pyralis), P08659; further: potency means the concentration at half of the fitted maximal effect; nearly all actives have a fitted effect of over 65% in size
# Target sequence (P08659 whole entry, looked up): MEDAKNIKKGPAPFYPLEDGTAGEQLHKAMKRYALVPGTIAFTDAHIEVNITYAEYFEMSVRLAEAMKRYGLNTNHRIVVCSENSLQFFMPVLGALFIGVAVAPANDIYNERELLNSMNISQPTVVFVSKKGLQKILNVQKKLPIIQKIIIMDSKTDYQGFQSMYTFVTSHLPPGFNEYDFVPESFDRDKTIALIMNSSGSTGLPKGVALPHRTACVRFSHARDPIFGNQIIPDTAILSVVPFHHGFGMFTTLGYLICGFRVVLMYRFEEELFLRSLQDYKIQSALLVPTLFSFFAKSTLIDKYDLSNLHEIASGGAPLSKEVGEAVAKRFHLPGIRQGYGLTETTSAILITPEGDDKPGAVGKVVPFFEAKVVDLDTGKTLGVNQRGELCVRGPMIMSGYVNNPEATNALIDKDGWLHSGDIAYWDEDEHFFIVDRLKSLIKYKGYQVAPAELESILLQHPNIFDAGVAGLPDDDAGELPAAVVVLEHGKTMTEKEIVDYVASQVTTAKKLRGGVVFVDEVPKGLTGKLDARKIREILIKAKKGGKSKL
#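 Biochemical qHTS: compound (6-point titration) added to 10uM D-luciferin plus 10uM ATP in Tris acetate pH 7.5 buffer with Mg, Tween-20 and BSA, then purified enzyme at 10nM; light output imaged.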
# 3T3 cytotox – Cytotoxic Profiling in NIH 3T3 Cell Line of Diverse Libraries Using Quantitative High-Throughput Screening; NIH 3T3 viability, CellTiter-Glo ATP luminescence, 48-72 h; 94,000 compounds, 4.3% hits; Potency, µM (titrated, usually from 96.7 µM), inactives show at the top dose activity change, negative = cytotoxicity, actives largely listed as inhibitors; further: potency means the concentration at half of the fitted maximal effect; nearly all actives have a fitted effect of over 55% in size
#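 Luminescent ATP readout (CellTiter-Glo, 10 min RT) after 48 or 72 hr compound exposure of NIH 3T3 cells seeded at 400 cells/well in 1536-well format; quantitative HTS.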
# SNCA viab count – GF-AFC viability counterscreen for inhibitors of alpha-synuclein gene (SNCA) expression. AID 1671193, 2021. HEK-293-SNCA-luc viability, GF-AFC fluorescence, 24 h. Potency, µM (highest dose often 57.1 µM), for the others: at the highest dose activity change, negative = cytotoxicity, usual class: cytotoxic. 150,000 compounds, 0.12% hits;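 further: potency means the concentration at half of the fitted maximal effect; 0% = DMSO-treated cells and -100% = medium-only wells without cells; nearly all actives have a fitted effect of over 30% in size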
#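 HEK-293-SNCA-luc cells (1500/well) plated 24 h, then exposed 24 h to a dilution series; GF-AFC added 30 min at 37C, fluorescence 405/540 nm; normalised to medium-only and DMSO wells, Hill fit.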
# * hit, by the source's call; i = inactive; ? = inconclusive; nt = not tested or not shown; [ ] = another dose, or the depositor's remark. Unless noted, the call rests on the fitted dose curve; in most records, active means well fitted curve in the direction sought with a large enough effect; inconclusive means small, poorly fitted or top-dose-only effect, or another doubt; inactive means no such curve, though single readings can be large; an effect the other way counts as inactive or inconclusive. Unless noted, on the % scale 0 is the no-effect control and ±100 the full control effect. The list is partial; rates above refer to the full screens.
[1] O=C(CC1=C2CCCCC2N(Cc2ccccc2)C1=O)N1CCc2ccccc2C1 (configuration not stated)
[2] Cc1noc(C)c1Cn1cc2c3c(cccc31)[C@H](CC(C)C)N[C@H](C(=O)N1CCOCC1)C2
[3] CCN1C(=O)c2ccccc2S(=O)c2ccc(C(=O)N3CCN(c4cccc(Cl)c4)CC3)cc21 (configuration not stated)
[4] O=C(c1cccc(F)c1F)N1CCOc2ccc(CN3CCN(c4ccccn4)CC3)cc2C1
[5] CSCC(=O)N1C[C@@H](NC(=O)Nc2ccc(F)cc2F)C[C@H]1C(=O)N[C@H](Cc1ccccc1)C(N)=O
[6] CC(=O)Nc1ccc(Cl)c(C(=O)N(C)Cc2sccc2C)c1
[7] COCCO[C@H]1C(=O)N(C2CCN(Cc3cccc(OC)n3)CC2)[C@H]1c1ccncc1
[8] O=C(NC1CC1)[C@@H]1CN(Cc2ccc(Br)cc2)C[C@H]1CO

Assay by compound | 1 | 2 | 3 | 4 | 5 | 6 | 7 | 8
SNCA expr inh | 6% | -4% | ? | ? | 10% | -9% | 18% | ?
GPT2 inh | 3% | -2% | nt | -1% | 2% | i | i | 4%
HEK293 tox | 50µM* | ? | nt | -3% | i | -25% | i | ?
IP6K1 inhibitor | 30 | 14 | -2 | 25 | -10 | 9 | 23 | -3
Luciferase inh | 5% | -2% | nt | 0% | 3% | 10% | -1% | 4%
3T3 cytotox | ? | -21% | nt | -1% | i | -28% | -9% | -11%
SNCA viab count | -25% | -3% | 8% | 5% | -2% | 0% | 4% | -17%

[9] CCN(CCCNC(=O)c1c(C)oc2ncn(CC(C)C)c(=O)c12)Cc1ccccc1
[10] CC(C)NC(=O)C1CCC(=O)N1C1CCN(C(=O)CCC2CCCC2)CC1 (configuration not stated)
[11] Cn1ncc2c(C(=O)NC3CC3)cc(-c3ccccc3)nc21
[12] O=C(COc1ccccc1)NC1CC(=O)N(C2Cc3ccccc3C2)C1 (configuration not stated)
[13] O=S(=O)(c1ccccc1)c1nc(-c2ccco2)oc1SCc1ccc(F)cc1
[14] COc1ccc(-c2nnc(C[C@@H]3C[C@@H](C(C)C)[C@H](CN4CCN(C)CC4)C=C3C)o2)cc1
[15] CCN1c2cc(C(=O)Nc3cc(C)ccc3C)ccc2C(=O)N2CCCCCC21 (configuration not stated)
[16] CCCN(CC1CCOC1)C(=O)Nc1ccc(Br)c(C)c1 (configuration not stated)

Assay by compound | 9 | 10 | 11 | 12 | 13 | 14 | 15 | 16
SNCA expr inh | 3% | 3% | 12%[87.6 µM] | 1% | 11% | 11% | -19% | -6%
GPT2 inh | nt | 2% | i | 4% | nt | ? | i | i
HEK293 tox | nt | i | -8%[172 µM] | -5% | nt | 32µM* | ? | ?
IP6K1 inhibitor | 23 | -1 | -11 | -4 | -17 | -2 | -5 | 1
Luciferase inh | nt | -3% | nt | 0% | nt | 2% | -5% | -11%
3T3 cytotox | nt | i | ? | -2% | nt | 40µM* | ? | -13%
SNCA viab count | 3% | -7% | -5%[87.6 µM] | 0% | 3% | ? | 9%[12.5 µM] | -1%

[17] O=C(Nc1ccccc1)N1CCN(c2ccc3nnc(C4CC4)n3n2)CC1
[18] CCOCCCn1c(SCC(=O)Nc2ccccc2Cl)nc2c(oc3ccccc32)c1=O
[19] Cc1ccc(-c2cc(C(=O)NCc3cccc(Cl)c3)c3cnn(C)c3n2)c(C)c1
[20] OC(c1nc(Nc2cccc(Cl)c2)n[nH]1)C1CC1 (configuration not stated)
[21] Clc1ccc(-c2cc3ncc4c(n3n2)-c2ccccc2OC4)cc1
[22] COc1ccccc1-c1ccc(CN2CCC(NC(=O)c3cccnc3)C2)cc1 (configuration not stated)
[23] Cc1nc(N2CCC(C(=O)NCC3CC3)CC2)nc2cc(S(C)(=O)=O)ccc12
[24] CC1=C2C(=O)C=C(CO[C@@H]3O[C@H](CO)[C@@H](O)[C@H](O)[C@H]3O)[C@@H]2[C@H]2OC(=O)[C@H](C)[C@@H]2[C@@H](O)C1

Assay by compound | 17 | 18 | 19 | 20 | 21 | 22 | 23 | 24
SNCA expr inh | nt | 14% | -6% | 139%[activator][87.6 µM] | 15% | nt | -24% | nt
GPT2 inh | nt | nt | i | -3%[88.5 µM] | nt | nt | 2% | i
HEK293 tox | ? | nt | 32µM* | -17%[230 µM] | nt | ? | 4% | nt
IP6K1 inhibitor | 20 | -3 | 19 | -6 | 11 | -2 | 5 | 16
Luciferase inh | nt | nt | nt | 45µM* | nt | nt | 0% | nt
3T3 cytotox | ? | nt | ? | ? | nt | ? | 1% | nt
SNCA viab count | nt | ? | 2% | -2%[87.6 µM] | ? | nt | 2% | -6%[23.9 µM]

[25] Cc1ccc(C(=O)N2CCn3c(nnc3-c3ccccc3)C2)cc1
[26] CCC(=O)N1CCC2(CC1)CC(Cc1nc(CCOC)no1)CCO2 (configuration not stated)
[27] COCc1ccc(CN[C@H]2C[C@@H](Cc3cc(CN4CCCCC4)on3)C2(C)C)o1
[28] C=CCOC(=O)Nc1nc2c(s1)C[C@@H]1[C@](C)(CO)[C@H](O)CC[C@@]1(C)[C@@H]2CC(=O)NCCN1CCOCC1
[29] CCS(=O)(=O)NCC1(COc2ccc(C(F)(F)F)cn2)C[C@@H](O)[C@@H](O)C1 (some centres not stated)
[30] CN(C(=O)c1ccc(Cl)s1)C1CCc2nn(CC3CC3)c(=O)n2CC1 (configuration not stated)
[31] O=c1[nH]c(SCc2ccc(Br)cc2)nc2c1CCCC2
[32] O=C(NCc1ccccc1Cl)c1ccc(CSCc2ccccc2Cl)o1

Assay by compound | 25 | 26 | 27 | 28 | 29 | 30 | 31 | 32
SNCA expr inh | 28%[87.6 µM] | 0% | -11%[87.6 µM] | -27% | 5%[87.6 µM] | 1% | 36%[activator] | -28%
GPT2 inh | i | -7% | 4%[88.5 µM] | 2% | i | 2% | nt | nt
HEK293 tox | -18%[172 µM] | 2% | ? | i | -16%[172 µM] | -12% | nt | nt
IP6K1 inhibitor | 8 | -9 | -3 | 2 | -12 | -9 | 10 | 33
Luciferase inh | -10%[172 µM] | -6% | -4%[172 µM] | -3% | -17%[172 µM] | -2% | nt | nt
3T3 cytotox | -18%[138 µM] | 1% | ? | 0% | -11%[174 µM] | -16% | nt | nt
SNCA viab count | 9%[87.6 µM] | 16% | -7%[87.6 µM] | 5% | 2%[87.6 µM] | 6% | ? | 6%

[33] CCCNC(=O)N1CCC(O)(c2csc(CN3CCc4ccccc4C3)n2)CC1
[34] Cc1[nH]nc2c1C(c1ccccc1F)C(C#N)=C(N)O2 (configuration not stated)
[35] Cc1c(-c2ccc(F)cc2)[nH]c2ccc(CNCc3cnn(C)c3)cc12
[36] CC(C)CCNC(=O)C1CC(=O)N(c2n[nH]c3cccc(F)c23)C1 (configuration not stated)
[37] O=C(c1cccc(Cl)c1)N1CCC2(CC1)CC(Cc1ccccc1)=NO2
[38] Cc1nc2cc(-c3cccc(F)c3)nn2c(C)c1CCC(=O)N1CCN(c2ccc(F)cc2)CC1
[39] COCC1CN(C2CCC2)CC12CCN(C(=O)Cc1ccccc1)CC2 (configuration not stated)
[40] Cc1ccccc1Nc1c(-c2ccccc2O)nc2sccn12

Assay by compound | 33 | 34 | 35 | 36 | 37 | 38 | 39 | 40
SNCA expr inh | -16%[87.6 µM] | -20% | 9% | -5% | 5% | ? | 23% | -6%
GPT2 inh | i | ? | -25% | 2% | -18% | nt | i | nt
HEK293 tox | ? | -4% | 40µM* | 2% | ? | nt | ? | nt
IP6K1 inhibitor | 4 | 2 | 37 | 1 | -10 | -16 | 1 | 30
Luciferase inh | 0%[172 µM] | -8% | ? | -5% | -1% | nt | -1% | nt
3T3 cytotox | -13%[174 µM] | 3% | 40µM* | i | -28% | nt | -14% | nt
SNCA viab count | -1%[87.6 µM] | 1% | 3% | -25% | 14% | -8% | 2% | 1%

[41] COc1ccc(CNC(=O)c2ccc3c(c2)N(Cc2cc(C)ccc2C)C(=O)CS3)cc1
[42] CCOC(=O)c1cc(-c2ccccc2)n(CCC(=O)NCCc2cccc(C)c2)c1C
[43] O=C1CC(C(=O)O)C2(CCN(C(=O)C3(Cn4ccnc4)CC3)CC2)N1 (configuration not stated)
[44] COC(=O)c1c(Oc2ccc(Br)cc2)nnc(-c2ccccc2)c1-c1ccccc1
[45] CCOc1ccc(-c2cc3c(=O)n(CC(=O)Nc4cc(F)ccc4C)ccn3n2)cc1
[46] CCN(c1ccccc1)S(=O)(=O)c1nnc(NC(=O)C(C)Oc2ccccc2)s1 (configuration not stated)
[47] Cc1ccc(NC(=O)Cn2cnc3sc(C(=O)O)c(C)c3c2=O)cc1Cl
[48] CN1C2CCC1CC(OC(=O)[C@H](CO)c1ccccc1)C2 (some centres not stated)

Assay by compound | 41 | 42 | 43 | 44 | 45 | 46 | 47 | 48
SNCA expr inh | 9% | ? | 8% | -14% | ? | ? | -28% | nt
GPT2 inh | nt | nt | -6% | nt | nt | nt | nt | i
HEK293 tox | nt | nt | i | nt | nt | nt | nt | nt
IP6K1 inhibitor | 4 | -2 | 11 | 13 | 5 | 0 | -7 | 2
Luciferase inh | nt | nt | -9% | nt | nt | nt | nt | nt
3T3 cytotox | nt | nt | -2% | nt | nt | nt | nt | nt
SNCA viab count | -9% | -19% | 9% | 8% | 7% | 4% | 2% | ?

# Screening results as filed in PubChem BioAssay.
